mIAP block – blocks mouse intestinal alkaline phosphatase | purified mouse IAP, CDP-Star luminescence, 30 min | inhibition, % at 10 µM | 330,000 compounds, 0.2% hits;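 active = inhibition of at least 40% at 10 µM in the primary screen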;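 note: plate controls were DMSO with enzyme for no effect and no enzyme wells for full effect; values of inactives mirror those of a sister screen read the other way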
hIAP block – human IAP inhibition; P09923; purified IAP, CDP-Star luminescence, 30 min; inhibition, % at 10 µM; 330,000 compounds, 0.12% hits; AID 2544;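 active = inhibition reaching a set limit with compound at 10 µM in the primary screen, cut at about 35% in these data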;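 note: plate controls were DMSO wells with enzyme for no effect and no-enzyme buffer wells for full effect; values of inactives mirror those of a sister screen read the other way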
GRIN3A LBD mod – NR3A (human) ligand-binding domain modulation; Tm shift relative to glycine control, % at 25 µM; AID 1259313; 340,000 compounds, 2.5% hits; NR3A LBD differential scanning fluorimetry, Tm shift; 0% = protein alone, 100% = glycine-bound protein;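 active = melting temperature shift of at least 10% of the positive control shift, at one fixed dose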
mIAP act – increases mouse intestinal alkaline phosphatase activity | activation factor at 10 µM | 330,000 compounds, 0.24% hits | muIAP, CDP-Star luminescence, 30 min; hits give high values; 1 = vehicle-only enzyme signal, 0 = enzyme-free wells;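 active = activation factor of at least 2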; note: the source names both 10 and 20 µM as test concentration; values of inactives mirror those of a sister screen read the other way
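System: mouse IAP enzyme. Reagent: CDP-Star chemiluminescent phosphatase substrate. Benchmarks: DMSO wells, no-enzyme wells. Times: 30 min enzyme-substrate-compound incubation at room temperature. Detection: luminescence from enzymatic CDP-Star hydrolysis. Doses: test compounds delivered from DMSO solution.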
MIN6 prolif – MIN6 beta-cell proliferation induction; AID 2380; MIN6 cells proliferation, ATPlite luminescence, 48 h; cells starved in 0.2% serum; 100% = growth in 10% serum; proliferation, % at 10 µM; 330,000 compounds, 0.29% hits;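 active = compounds whose signal lies at least 3.5 SD above the mean of all wells on their plate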;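 note: 0% = DMSO-treated cells in low-serum medium and 100% = 10% serum control; some compounds called inactive have numbers as strong as hits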
MPTP block – permeability transition pore inhibition. isolated mouse mitochondria, Ca2+ swelling absorbance, 30 min. AID 602449. inhibition, % at 10 µM. 360,000 compounds, 1.4% hits;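 active = inhibition of 50% or more, scaled per plate between neutral and stimulator controls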;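 note: 0% = DMSO wells given calcium and 100% = 1 mM EGTA wells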
A3A deaminase – human APOBEC3A DNA deaminase inhibition. P31941. recombinant A3A, FAM/TAMRA ssDNA deamination fluorescence. inhibition, % at 20 µM. 330,000 compounds, 0.41% hits. AID 493011;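 active = at least 40% inhibition at 20 µM here, with at most 30% in a related deaminase screen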;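 note: plate controls were A3A with DMSO for no effect and wells lacking A3A enzyme for full effect; some results filed as inactive read as strong as hits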
Target sequence (P31941 whole entry, looked up): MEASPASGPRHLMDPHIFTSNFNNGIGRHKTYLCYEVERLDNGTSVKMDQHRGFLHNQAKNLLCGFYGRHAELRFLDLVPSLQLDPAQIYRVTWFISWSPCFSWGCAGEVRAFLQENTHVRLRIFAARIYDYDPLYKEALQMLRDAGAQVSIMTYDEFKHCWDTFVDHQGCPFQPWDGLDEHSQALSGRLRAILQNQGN
A3G deaminase – blocks human APOBEC3G single-stranded DNA deamination. recombinant A3G, ssDNA deamination FAM/TAMRA fluorescence. inhibition, % at 20 µM. 330,000 compounds, 0.28% hits. AID 493012;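 active = inhibition of at least 40% at 20 µM, with no more than 30% in the related APOBEC3A deaminase screen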;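 note: plate controls were DMSO wells with A3G for no effect and wells lacking A3G enzyme for full effect; some compounds called inactive have numbers as strong as hits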
Target sequence (Q9HC16 whole entry, looked up): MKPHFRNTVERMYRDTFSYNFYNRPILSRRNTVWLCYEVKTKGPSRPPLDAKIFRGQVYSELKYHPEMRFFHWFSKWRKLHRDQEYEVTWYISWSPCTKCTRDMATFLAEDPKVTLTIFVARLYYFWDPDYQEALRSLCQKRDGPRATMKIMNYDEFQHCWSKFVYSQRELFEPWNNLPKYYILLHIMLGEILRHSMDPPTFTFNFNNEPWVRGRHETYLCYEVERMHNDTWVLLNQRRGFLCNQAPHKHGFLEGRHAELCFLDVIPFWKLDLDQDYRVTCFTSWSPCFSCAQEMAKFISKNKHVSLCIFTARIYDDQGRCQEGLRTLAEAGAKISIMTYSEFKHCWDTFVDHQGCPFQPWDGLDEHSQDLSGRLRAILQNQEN
hIAP act – increases human intestinal alkaline phosphatase activity. AID 2524. activation factor at 10 µM. P09923. purified human IAP, CDP-Star luminescence, 30 min; hits give high values; 1 = vehicle-only enzyme, 0 = enzyme-free background. 330,000 compounds, 0.16% hits;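 active = activation factor of the enzyme at least 2-fold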; note: the source names both 10 and 20 µM as test concentration; values of inactives mirror those of a sister screen read the other way
Numbers without * were called inactive; · = no result given.

SMILES	mIAP block	hIAP block	GRIN3A LBD mod	mIAP act	MIN6 prolif	MPTP block	A3A deaminase	A3G deaminase	hIAP act
CC(=O)NC(Cc1ccc(C(C)C)cc1)C(=O)NC1CCN(C(=O)c2cccc(C)c2)CC1 (centres undefined)	2	-12	1	0.98	2	0.7	-1	-5	1.1
COc1ccc(CNC(=O)COC(=O)CNC(=O)c2sc3ccccc3c2Cl)cc1OC	-4	-18	1	1	0	-0.2	0	-4	1.2
COc1cc(C(N)=O)ccc1OCc1ccccc1	0	-4	4	1	0	0.7	5	1	1
Cc1ncc(S(=O)(=O)c2ccccc2)c(-c2ccccc2Cl)n1	0	5	0	1	-2	1.0	-4	-3	0.95
CC(=O)c1cccc(NC(=O)Cn2cnc(S(=O)(=O)N3CCOCC3)c2)c1	11	-9	-2	0.89	0	1.8	2	8	1.1
O=C(Nc1cc([N+](=O)[O-])ccc1O)c1cccc(NC(=O)c2ccco2)c1	11	-27	5	0.89	0	1.5	2	-7	1.3
N#Cc1c2ncn(CC(=O)c3ccc(Br)cc3)c(=O)c2c2n1CCC2	-2	-22	1	1	0	-0.2	3	-4	1.2
O=C(C[C@H]1C/C=C\C[C@H](Cc2ccc(F)cc2)C(=O)O[C@@H](c2ccccc2)CNC1=O)NCCO	5	10	-1	0.95	0	-2.7	-4	-10	0.9
CC(=O)C1C(c2ccc(O)cc2)NC(=O)NC1(O)C(F)(F)F (centres undefined)	-3	20	-2	1	-2	1.8	-4	-8	0.8
COc1cc(NC(C)=O)ccc1-c1cc2ccccc2oc1=O	-8	-12	-2	1.1	-1	0.6	-1	-6	1.1
Cc1ccc(C)c(NC(=O)CSc2nnc(C)c(=O)n2N)c1	-4	-17	-3	1	-2	-0.3	1	-4	1.2
COc1ccccc1N1CCN(C(=O)COc2ccc(S(=O)(=O)NC(C)(C)C)cc2)CC1	-9	4	·	1.1	-1	·	-3	-10	0.96
CCOC(=O)Cc1csc(NC(=O)CCCN2C(=O)c3ccccc3C2=O)n1	0	-15	2	1	-1	-1.6	-2	-5	1.2
CN1CCN(c2ccc(C(=O)NC3CCCCC3)cc2[N+](=O)[O-])CC1	8	4	1	0.92	-5	1.4	0	-6	0.96
COc1ccccc1/C=C/C(=O)N1CCC(c2ccccc2)C1 (centres undefined)	9	7	-5	0.91	3	-1.4	0	-5	0.93
CC1(C)C(=O)Nc2ccccc2N1C(=O)CSc1nnc2ccccn12	2	-8	-2	0.98	2	-0.2	11	1	1.1
Cc1nnc(SCC(=O)N2CCOCC2)s1	8	-2	0	0.92	4	3.1	-3	-5	1
CCNCc1cc(Cl)c(OCc2ccccc2)c(OCC)c1	6	-5	-1	0.94	-7	18	-3	-6	1.1
CCC(C)c1ccc2oc(-c3ccc(NC(=O)Cn4cnc5c(=O)n(C)c(=O)n(C)c54)cc3)nc2c1 (centres undefined)	-9	-14	23*	1.1	-6	84*	-5	-5	1.1
C=CCn1c(SCC(=O)N2CCN(CCO)CC2)nc2sc3c(c2c1=O)CCC3	-1	-31	-1	1	-3	-0.7	-2	-1	1.3
O=C(Nc1ccccc1N1CCOCC1)c1ccc([N+](=O)[O-])s1	12	0	0	0.88	-6	0.7	-4	-4	1
O=C(COC(=O)/C=C/c1cccs1)Nc1ccccc1Cl	7	-13	0	0.93	-2	-0.2	-1	-7	1.1
Fc1ccc(CNc2nc(-c3ccccc3)nc3ccccc23)cc1	2	12	21*	0.98	-4	2.3	0	-2	0.88
Cn1c(=O)n(C)c2cc(S(=O)(=O)NCc3ccccc3)ccc21	0	-2	-1	1	0	44	-3	-6	1
CCN(CC)C(=O)[C@H]1CC(CC(=O)NCCCOC)C(=O)N2CCc3c([nH]c4ccccc34)[C@]12C (some centres undefined)	-5	-15	-2	1.1	0	0.5	-2	-7	1.2
CCOc1ccc(C2/C(=C(\O)c3ccc4c(c3)OCCO4)C(=O)C(=O)N2CCCN2CCOCC2)cc1 (centres undefined)	4	-4	-2	0.96	-1	0.3	-4	-5	1
COc1ccc2c(c1)O[C@H](c1ccc3c(c1)OCO3)[C@@H](O)C2=O	-16	1	-3	1.2	4	0.4	-4	-5	0.99
COc1ccc(N2CCN(CC(O)COC(c3ccccc3)c3ccccc3)CC2)cc1 (centres undefined)	8	12	-1	0.92	-2	3.3	-6	-11	0.88
O=C(NCc1nc2ncc(Br)cc2[nH]1)c1ccccc1	12	-8	0	0.88	3	0.4	-2	6	1.1
COc1ccc(Cl)cc1S(=O)(=O)NC(C)C(=O)NCCCn1ccnc1 (centres undefined)	-9	2	0	1.1	-6	-0.1	2	-1	0.98
CN(C)CCC1CCN(c2cc(C#N)c(C#N)cc2[N+](=O)[O-])CC1	17	8	1	0.83	-2	-0.3	5	2	0.92
N#CC(C#N)=C1NC2(CCCC2)Cc2ccccc21	-1	12	8	1	-1	1.2	-4	-1	0.88
C[C@@H]1[C@H]2CCCC[C@H]2CN(C(=O)OC(C)(C)C)[C@@H]1c1cn(Cc2ccccc2)c2ccc(F)cc12	4	·	-2	0.96	·	-1.1	4	2	·
CN1C(=O)[C@@H]2[C@H](C1=O)[C@@H]1C(=O)Nc3ccccc3C(=O)N1[C@@H]2c1ccc(F)cc1	-4	-3	-2	1	-1	-1.1	-1	-1	1
CCCn1c(SCC(=O)NC2CCCc3ccccc32)n[nH]c1=O (centres undefined)	-14	-6	-1	1.1	2	-0.5	0	-8	1.1
O=C(O)c1ccc2c(=O)[nH]c(CN3CCOCC3)nc2c1	-3	-11	1	1	-2	-0.2	0	0	1.1
CCOc1ccc(CCNC(=O)COC(=O)CNS(=O)(=O)c2ccc(C)cc2)cc1OCC	2	-2	0	0.98	4	-2.6	4	-5	1
O=C(COC(=O)Cc1ccccc1[N+](=O)[O-])Nc1nnc(-c2ccccc2)o1	2	-10	0	0.98	1	-0.3	-5	-4	1.1
O=C(Nc1ccc(F)cc1)C(c1ccccc1)N1CCN(C(=O)c2ccco2)CC1 (centres undefined)	0	3	3	1	-3	0.0	-2	-7	0.97
O=C(Nc1nnc(C2=COCCO2)o1)c1ccc(S(=O)(=O)N2CCOCC2)cc1	-1	-7	0	1	-1	-0.9	6	4	1.1
Oc1ccc(/C=N/NC(=S)NC2CC3CCC2C3)cc1 (centres undefined)	5	-16	2	0.95	-4	6.4	-2	-5	1.2
Cc1ccc(C(=O)Nc2ccc(N3CCCC3)cc2)c(C)c1	6	-7	-7	0.94	-3	0.1	-6	-7	1.1
NS(=O)(=O)c1cccc(NC(=O)COc2ccc([N+](=O)[O-])cc2)c1	5	10	0	0.95	1	-0.4	-1	-4	0.9
CCOc1ccc(S(=O)(=O)c2c(C(=O)c3ccccc3)cnc3cc4c(cc23)OCCO4)cc1	18	10	0	0.82	-5	-1.1	-4	-7	0.9
COc1ccc(CNC(=O)CNS(=O)(=O)c2cccs2)cc1	3	8	-2	0.97	0	1.4	-3	-9	0.92
Cc1ccc(NC(=O)CCn2c(=O)oc3ccccc32)c(C)c1	13	5	-2	0.87	3	0.5	-1	-4	0.95
COc1cc(Br)cc(/C=N/N(CCO)C2=NS(=O)(=O)c3ccccc32)c1OC	10	23	-3	0.9	-2	0.0	-2	-3	0.77
COc1ccccc1-c1nnc(SCC(=O)Nc2ccc(S(N)(=O)=O)cc2)n1N	11	5	0	0.89	1	-0.2	-1	-6	0.95

For convenience, some entries already given:
SMILES	mIAP block	hIAP block	GRIN3A LBD mod	mIAP act	MIN6 prolif	MPTP block	A3A deaminase	A3G deaminase	hIAP act
COc1ccc(CNC(=O)CNS(=O)(=O)c2cccs2)cc1	3	8	-2	0.97	0	1.4	-3	-9	0.92
Cc1ccc(NC(=O)CCn2c(=O)oc3ccccc32)c(C)c1	13	5	-2	0.87	3	0.5	-1	-4	0.95
COc1cc(Br)cc(/C=N/N(CCO)C2=NS(=O)(=O)c3ccccc32)c1OC	10	23	-3	0.9	-2	0.0	-2	-3	0.77
COc1ccccc1-c1nnc(SCC(=O)Nc2ccc(S(N)(=O)=O)cc2)n1N	11	5	0	0.89	1	-0.2	-1	-6	0.95

(more compounds)
SMILES	mIAP block	hIAP block	GRIN3A LBD mod	mIAP act	MIN6 prolif	MPTP block	A3A deaminase	A3G deaminase	hIAP act
CC(=O)Nc1ccc(Nc2cc(C)nc(Nc3ccc(NC(C)=O)cc3)n2)cc1	-4	10	-4	1	-1	-0.1	52*	18	0.9
CCCCc1cc(=O)oc2cc(C)cc(OCC(=O)N3CCC(C(N)=O)CC3)c12	0	3	-2	1	4	-1.2	-3	-11	0.97
COC(=O)CC1COc2ccccc2N1S(=O)(=O)c1ccc(Br)cc1 (centres undefined)	9	4	1	0.91	-1	3.4	-3	-11	0.96
COc1ccccc1CNC(=O)C(=O)NCC1OCCN1S(=O)(=O)c1ccc(Br)cc1 (centres undefined)	0	-5	-1	1	-2	1.1	-4	-8	1.1
O=C(Cc1ccc([N+](=O)[O-])cc1)N1N=C(C2CC2)CC1(O)C(F)(F)F (centres undefined)	11	-10	1	0.89	-3	0.3	-1	-4	1.1
Clc1ccc(-c2ncc3ccccn23)cc1	-6	2	-1	1.1	-6	0.0	2	15	0.98
Cc1ccc(S(=O)(=O)N2CCCC2)cc1C(=O)NCC(C)(C)N1CCOCC1	-5	6	1	1	-1	0.6	-3	-13	0.94
Cc1cc(C)c(C)c(S(=O)(=O)N2CCC(C(=O)NCCCN3CCCC3=O)CC2)c1C	-8	-12	0	1.1	-5	-0.9	-2	-7	1.1
O=C(CSc1c[nH]c2ccccc12)NC1CCCC1	6	15	1	0.94	1	-0.2	3	-5	0.85
CCc1nc(Nc2ccccc2)c2nnn(Cc3ccccc3)c2n1	-3	-8	-9	1	-3	0.6	-3	-10	1.1
CC(C)c1ccc(/C=C(\NC(=O)c2ccccc2)C(=O)NCCCn2ccnc2)cc1	-3	-33	1	1	3	-0.5	-4	-4	1.3
O=C(Nc1cccnc1)c1ccc(S(=O)(=O)N2CCCCCC2)cc1	4	-1	-1	0.96	0	5.6	3	-2	1
O=C(N/N=C/c1cccc(OCc2ccccc2)c1)c1cccs1	10	-65	-1	0.9	-2	12	1	0	1.7
CCOC(=O)Cc1csc(SCC(=O)NC2CCCCC2)n1	16	-12	-2	0.83	-3	-0.2	-1	-5	1.1
CC1(C)Cc2nc3sc4c(SCC(=O)O)ncnc4c3cc2CO1	-1	-3	-1	1	-5	2.4	4	3	1
O=C(Nc1ccc2c(c1)OCCO2)c1cc(F)c(F)cc1Cl	6	12	-1	0.94	-4	2.7	2	-3	0.88
COc1ccc(N(CC(=O)Nc2ccc(C)c(C)c2)C2=NC3CS(=O)(=O)CC3S2)cc1 (centres undefined)	-9	-4	0	1.1	-2	-1.8	-3	-15	1
Cc1c(C(=O)NNC(=O)Nc2ccc([N+](=O)[O-])cc2)oc2ccccc12	3	30	8	0.97	-3	2.2	2	1	0.7
CCN(CC)S(=O)(=O)c1ccc2c(c1)N(CC(=O)NCCN1CCOCC1)C(=O)CO2	-4	-2	-1	1	-3	-0.4	-3	4	1
COC(=O)c1c(NC(=O)c2ccccc2)sc(Cc2ccccc2)c1C	12	-10	0	0.88	-5	2.0	-5	-7	1.1
CC1(OC(=O)c2cccs2)C(=O)C=C2C=C(C3CC3)OC=C2C1=O (centres undefined)	2	-12	-5	0.98	-1	0.9	1	-5	1.1
CCOc1cc2[nH]c(=O)n(Cc3ccc(C(=O)NCCCN4CCCC4=O)cc3)c(=O)c2cc1OCC	-3	-7	1	1	-2	0.4	0	1	1.1

Rows were taken by chance; 5% or so of the library scored in one or more.
